From PubChem
aDG glyco act = activators of alpha-DG glycosylation, primary screen, uHTS, Pro5-aDG cells, AlphaScreen; alpha-DG glycosylation AlphaScreen (IIH6); 0% Pro5, 100% B10-LARGE cell signal; activation, % at 10 µM; actives 0.22% (n = 360,000);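 active = activation of at least 8% versus controls, or a plate z-score of at least 8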;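 note: Pro5 are CHO cells carrying HIG-tagged alpha-DG that lacks glycosylation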
PDI turbidity = inhibitors of human PDI, primary screen, biochemical, turbidity, single point, plate reader; Protein disulfide-isomerase (Homo sapiens), P07237; PDI insulin aggregation turbidity, A650, 90 min; inhibition, % at 10 µM; actives 0.052% (n = 350,000); AID 588391, 2011;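 active = mean inhibition across replicates of 30% or more, whatever share of single replicates reach that level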;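 note: absorbance from insulin aggregation driven by PDI reduction with DTT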
Target sequence (P07237 whole entry, looked up): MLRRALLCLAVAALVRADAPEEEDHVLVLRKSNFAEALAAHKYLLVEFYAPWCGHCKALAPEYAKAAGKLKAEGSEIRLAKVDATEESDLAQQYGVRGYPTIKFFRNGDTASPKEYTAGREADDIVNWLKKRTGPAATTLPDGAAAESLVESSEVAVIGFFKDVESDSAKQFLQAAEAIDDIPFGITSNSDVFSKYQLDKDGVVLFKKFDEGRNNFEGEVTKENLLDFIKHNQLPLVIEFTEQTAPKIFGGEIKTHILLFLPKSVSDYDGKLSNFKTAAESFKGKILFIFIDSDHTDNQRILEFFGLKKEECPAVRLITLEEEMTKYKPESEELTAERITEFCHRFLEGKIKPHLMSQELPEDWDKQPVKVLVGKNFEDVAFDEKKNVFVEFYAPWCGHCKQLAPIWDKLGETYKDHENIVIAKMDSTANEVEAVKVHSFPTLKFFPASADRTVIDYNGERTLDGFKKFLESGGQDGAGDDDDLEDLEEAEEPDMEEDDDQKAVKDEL
CaV13 FRET inh = Disruptors of the CACNA1D IQ motif to Ca2+-dependent inactivation inhibitor domain association, primary screening, Förster resonance energy transfer in intact living …. HEK cells, CFP/YFP FRET ICDI-IQ, plate reader, 10 min; percent FRET-ratio fall versus neutral wells. inhibition, % at 12.3 µM. actives 0.098% (n = 340,000). AID 743397;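 active = mean replicate inhibition of at least 30% and at least 1% of replicates passing that level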;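 note: 0% = median of the neutral control wells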
N-glyco inh = increase of ERlucT glycosylation luciferase signal, primary screen, N-linked glycosylation inhibitor project, D54 ERlucT cells, luminescence, set 2; D54 ERlucT glycosylation luciferase reporter, 24 h; percent of 100 nM tunicamycin response; reporter increase, % at 12.5 µM; actives 0.23% (n = 360,000); AID 588692, 2011;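 active = mean luciferase reporter signal, scaled so untreated is 0 and the glycosylation-blocking control 100, at or above a set limit in every replicate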;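 note: luciferase carries N-glycosylation sites so blocking glycosylation raises the light; 0% = median of neutral control wells and 100% = median of 100 nM tunicamycin wells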
Cardio protect = cardioprotection against H2O2-induced cell death, primary screen, uHTS, H9c2 cells, ATPLite luminescence; H9c2 cardiomyocytes, H2O2 injury protection, 2 h; protection from H2O2 cell death, % at 20 µM; actives 0.63% (n = 360,000); AID 588492, 2011;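 active = compounds giving at least 50% protection of heart cells from peroxide-induced death in the single-dose screen, raw or plate-pattern-corrected value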;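 note: 0% = DMSO wells with peroxide and 100% = DMSO wells without peroxide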
MC4R ag barr = MC4R agonists recruiting beta-arrestin, primary screen, cell-based, luminescence, agonist arm of biased-ligand search | Melanocortin receptor 4 (Homo sapiens), P32245 | U2OS MC4R beta-arrestin complementation; percent of melanotan II response, DMSO zero | activation, % at 8.9 µM | actives 0.98% (n = 360,000) | AID 540308, 2011;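 active = activation above a per-plate cutoff, the mean activation of sample wells on that plate plus 3 SD, cut at about 8% in these data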
m5-HT2A agonist = mouse Htr2a agonists via beta-arrestin recruitment, primary screen, cell-based, luminescence; 5-hydroxytryptamine receptor 2A (Mus musculus), P35363; CHO-K1 mHTR2A beta-arrestin complementation; percent of 30 µM serotonin response; activation, % at 7.6 µM; actives 0.66% (n = 360,000); AID 624169, 2012;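 active = activation above a run cutoff, the mean activation of all tested compounds plus 3 SD, cut at about 14% in these data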;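 note: 0% = plate median of compound wells and 100% = 30 µM serotonin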
Target sequence (P35363 whole entry, looked up): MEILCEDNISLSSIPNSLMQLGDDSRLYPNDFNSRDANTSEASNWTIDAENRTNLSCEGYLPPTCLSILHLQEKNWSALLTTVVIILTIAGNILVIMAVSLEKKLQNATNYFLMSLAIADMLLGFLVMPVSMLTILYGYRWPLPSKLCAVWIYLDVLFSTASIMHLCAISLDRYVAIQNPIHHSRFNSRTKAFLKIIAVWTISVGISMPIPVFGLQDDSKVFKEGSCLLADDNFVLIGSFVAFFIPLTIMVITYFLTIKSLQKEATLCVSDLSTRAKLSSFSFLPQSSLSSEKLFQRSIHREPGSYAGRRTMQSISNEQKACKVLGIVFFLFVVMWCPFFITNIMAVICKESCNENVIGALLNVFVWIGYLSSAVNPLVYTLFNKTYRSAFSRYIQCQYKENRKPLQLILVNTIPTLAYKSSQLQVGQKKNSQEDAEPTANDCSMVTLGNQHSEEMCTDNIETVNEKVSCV
ABCB6 inh 2 = ABCB6 transporter inhibitors, primary screen, K562-ABCB6 cells, flow cytometry, MLPCN library; AID 602162, 2011; fluorescence ratio to DMSO, % at 10 µM; actives 0.19% (n = 360,000); K562-ABCB6 porphyrin accumulation, 1 h; stronger effect = lower value; ATP-binding cassette sub-family B member 6 (Homo sapiens), Q9NP58;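 active = fluorescence ratio to DMSO below 75%, the collection mean minus 3 SD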;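 note: signal is porphyrin accumulated inside mitochondria; 100% equals median channel fluorescence of DMSO control wells; lower ratio means ABCB6 inhibition with less porphyrin fluorescence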
Vif inh = HIV Vif self-association inhibitors, primary screen, imaging, HEK293T, single point | HEK293T cells, Vif self-association by quenched fluorescence, 24 h | inhibition, % at 7.49 µM | actives 0.35% (n = 340,000); in the data active = inhibition above about 50%, passing the limit was not always enough; note: some results filed as inactive read as strong as hits
MC4R antag cAMP = MC4R antagonists of cAMP signaling, primary screen, cell-based, TR-FRET, antagonist arm of biased-ligand search. inhibition, % at 6.5 µM. actives 0.48% (n = 360,000). MC4R-expressing cells, MTII-stimulated cAMP, LANCE TR-FRET. Melanocortin receptor 4 (Homo sapiens), P32245;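 active = inhibition above its plate's cutoff, the mean of tested wells on that plate plus 3 SD, cut at about 29% in these data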;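 note: 0% = Melanotan II alone and 100% = Melanotan II plus saturating MCL0020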
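Material: human MC4R-expressing U2OS cells. Probe or stimulus: Melanotan II challenge. Dosing: 6.5 µM single dose. Times: 30-min compound, 1-h challenge, 1-h detection, room temperature. Technique: TR-FRET with Eu-cAMP and labeled anti-cAMP, 671 nm. Replication: singlicate.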
Active calls of the source: *; . = no result given.

structure	aDG glyco act	PDI turbidity	MC4R ag barr	m5-HT2A agonist	MC4R antag cAMP	N-glyco inh	ABCB6 inh 2	Vif inh	CaV13 FRET inh	Cardio protect
O=C(CN1CCN(Cc2ccccc2)CC1)Nc1ccccc1-c1ccccc1	0.3	-3.1	-0.2	2.0	5.3	-2.6	102.0	-10.4	9.0	-2.1
COc1ccc(C2=NOC(C(=O)N3CCN(c4ccccc4OC)CC3)C2)cc1 (stereo not drawn)	-0.2	.	0.8	0.3	6.5	-0.2	94.0	-5.7	-3.3	9.5
CCN(CC)CCC(c1cc(OC)c(OC)c(OC)c1)c1c(OC)cc(OC)c2c(-c3ccccc3)cc(=O)oc12 (stereo not drawn)	4.5	2.3	0.1	-10.1	0.2	-3.8	100.0	10.6	-4.4	-23.0
CCN(Cc1ccccc1)C(=O)CSc1nc(C)cc(C)c1C#N	0.2	-5.1	-0.8	-7.5	-2.2	-2.2	100.0	-2.6	-6.9	1.2
CC1=C(C(=O)N(C)C)CC(CC(=O)NC2CCCC2)C(=O)N1CCCN1CCCC1=O (stereo not drawn)	0.1	-17.8	1.0	2.6	0.8	0.4	96.0	-0.4	-4.6	4.0
O=C(CNS(=O)(=O)c1cccc2nsnc12)NCc1ccc(Cl)cc1	0.1	-1.1	-2.0	-2.2	6.9	0.5	100.0	-11.5	-3.4	10.0
O=C(CCNC(=O)c1ccc(Br)cc1)Nc1cccc(S(=O)(=O)N2CCCCC2)c1	1.0	-5.2	-1.6	-2.9	3.9	-0.1	90.0	-9.6	-7.3	-4.2
COc1ccc(C(=O)NN=C2CCCC2)c(OC)c1	0.2	-6.6	0.8	-2.1	-0.6	.	91.0	.	.	-1.9
CCOC(=O)C(=O)/C(=C\N(C)C)c1onc(-c2ccccc2)c1C(=O)OC	0.1	-2.7	1.8	0.5	-0.7	0.2	94.0	.	.	8.9
CCNC(=O)c1cccc(NC(=O)CC2SC(N3CCCCC3)=NC2=O)c1 (stereo not drawn)	-0.3	0.2	-1.3	3.3	-0.9	-0.2	96.0	0.6	-5.5	7.5
O=C(NCc1ccccc1)c1cccc(S(=O)(=O)NCc2ccccc2)c1	0.0	0.9	1.8	-7.7	-0.8	-0.5	95.0	.	-4.7	-1.5
Nc1ccc(C(=O)N/N=C\C=C\c2ccc([N+](=O)[O-])cc2)cc1	-0.2	1.1	7.4	16.6*	-24.2	0.6	99.0	-0.8	4.6	5.1
Cc1cccc2cc(CN(Cc3ccco3)C(=O)c3ccncc3)c(=O)[nH]c12	0.7	4.5	0.9	2.0	19.0	0.9	103.0	11.8	.	4.9
CN1CCn2c1nc(N1CCCCC1)nc2=O	-0.1	2.9	-2.4	1.6	1.4	2.0	94.0	-1.2	-4.5	0.0
O=C(CCc1ccccc1)Nc1ccc(NC(=O)c2ccco2)cc1	-0.1	8.2	-0.8	-2.0	3.7	-0.4	86.0	10.3	-8.6	-1.6
CCCOC(=O)C1=C(C)NC(=O)NC1c1cccc2ccccc12 (stereo not drawn)	0.3	1.4	4.3	12.2	8.6	-1.9	92.0	-0.2	-5.9	0.5
CCCCCn1c(=O)[nH]c2cc(C(=O)N3CCN(CC)CC3)ccc2c1=O	-0.1	-0.4	1.2	-0.7	1.1	-2.1	97.0	7.3	-5.0	2.0
Cc1ccc(C)c(NC(=O)COC(=O)c2cccc3c2C(=O)c2ccccc2C3=O)c1	0.3	4.7	-1.0	4.3	33.2*	-0.3	90.0	-1.6	-18.2	14.5
CCCCc1nnc(NC(=O)CSc2nc(N)cc(=O)[nH]2)s1	0.0	-2.4	-3.3	3.4	-1.9	0.2	101.0	9.3	-5.8	6.6
O=C(N/N=C/C=C\c1ccccc1[N+](=O)[O-])c1cc(-c2ccc3ccccc3c2)n[nH]1	0.5	-14.6	8.0	-2.1	0.1	3.7	95.0	7.0	-2.3	0.3
CC(C)C(=O)NCc1cc(-c2ccc(Cl)cc2)no1	-0.1	4.1	-4.5	0.0	7.5	1.2	93.0	-6.2	0.7	-4.6
CN(Cc1ccccc1)C(=O)c1[nH]cnc1C(=O)N[C@@H](CCCCNC(=O)OC(C)(C)C)C(=O)OC(C)(C)C	-0.1	-1.0	0.8	2.0	13.1	1.2	101.0	3.4	.	21.6
COC(=O)Nc1ccc(S(=O)(=O)N2CCC(C(=O)N3CCC(C)CC3)CC2)cc1	0.0	-3.5	1.7	4.3	-2.0	-2.2	92.0	-4.2	-6.2	6.5
CN(c1ccc(OCC(=O)NCCc2ccccc2)cc1)S(=O)(=O)c1ccc(Cl)cc1	-0.2	8.6	-2.3	-2.3	8.8	-2.8	95.0	-8.3	-15.4	-5.7
O=C(Nc1ccccc1N1CCCC1)c1cccc(-c2cc3ccccc3oc2=O)c1	-0.3	-6.4	0.9	-3.5	3.5	0.9	97.0	-11.3	-2.6	2.8
Cc1cc(OC(=O)c2ccc(Cl)cc2Cl)nc(C)n1	-0.1	-8.2	-0.8	2.2	7.1	1.6	91.0	-3.8	-3.5	-0.1
Nc1ccc(-c2nc3ccc(N)cc3o2)cc1	0.0	1.6	0.2	-5.6	5.8	-0.4	104.0	-5.5	15.7	-10.1
O=C(c1cc(COc2c(F)cccc2F)on1)N1CC[C@@H]2CCCC[C@H]2C1	-0.1	1.3	0.3	-3.8	-1.4	-0.3	99.0	.	-13.4	-16.8
CCn1c(=O)n(CC(=O)N(C)Cc2ccccc2)c(=O)c2ccccc21	-0.3	-0.5	1.9	-0.1	9.4	1.4	101.0	-9.8	0.0	3.1
CN(C)S(=O)(=O)NCC1CCCN(Cc2cc3ccccc3s2)C1 (stereo not drawn)	0.0	-2.7	-1.4	-5.1	7.7	1.4	98.0	-12.0	-5.8	5.6
CCC(=O)NC(NC(=S)Nc1c(C)n(C)n(-c2ccccc2)c1=O)C(Cl)(Cl)Cl (stereo not drawn)	0.1	-1.4	2.1	8.1	2.6	-0.3	104.0	0.7	-4.5	11.7
CCn1c(SCC(=O)Nc2cccc(C)c2)nc2ccccc2c1=O	0.2	-1.9	-1.2	-0.7	0.2	-5.1	105.0	-6.9	-4.2	-0.8
O=C(CCl)N(Cc1ccccc1)c1ccccc1	-0.5	-0.3	19.7*	3.8	-0.1	-1.9	97.0	3.8	-4.0	-13.4
C=CC[C@H](CC(=O)NCCO)C(=O)N[C@H](COC(=O)[C@@H](CC=C)Cc1ccc(F)cc1)c1ccccc1	0.1	7.4	1.9	-1.0	8.2	1.2	100.0	.	-10.9	0.9
CCC1CCCCN1CCCNC(=O)CN1C(=O)CSc2ccc(S(=O)(=O)N3CCOCC3)cc21 (stereo not drawn)	0.3	11.5	-0.9	0.8	1.6	0.0	83.0	-4.1	-7.9	2.8
COc1ccc2[nH]c(=O)c(CNc3ccccc3OC)cc2c1	0.0	11.4	-0.8	2.2	-8.6	-0.3	100.0	-0.3	-5.4	31.6
CCOc1ccccc1NC(=O)c1cccc(NC2=NC3CS(=O)(=O)CC3S2)c1 (stereo not drawn)	0.0	.	-1.0	15.4*	10.1	0.4	96.0	20.3	-6.0	-3.0
COc1ccc(C(=O)/C=C2/C(=O)Nc3ccccc32)c(OC)c1	-0.3	-13.8	-3.2	3.5	-9.5	33.2*	112.0	-2.2	-18.3	-3.9
CCCNC(=O)C/C(C)=N/NC(=O)C(=O)Nc1ccccn1	-0.5	-2.7	0.8	5.4	-7.3	-2.0	99.0	6.0	-0.9	5.0
COc1ccc(-c2n(CC(=O)OC3CC(C)CCC3C(C)C)c3ccccc3[n+]2C)cc1 (stereo not drawn)	1.0	23.6	3.1	-2.4	-2.5	12.3	95.0	-1.4	-2.6	-34.5
CCSc1nnc(NC(=O)c2csc3c2CCCC3)s1	-0.1	-2.5	15.1*	3.5	-0.4	-3.1	102.0	-7.3	-9.2	-5.4
O=C(Nc1ccccc1)c1ccccc1OCC(O)CN1C(=O)c2ccccc2S1(=O)=O (stereo not drawn)	0.0	-1.2	-0.2	0.9	3.2	0.9	96.0	-15.9	-3.6	43.9
COc1ccc(NC(=O)Cn2c(CCC(=O)O)ccc2-c2ccc(C)cc2)cc1	0.4	3.9	-2.0	-3.1	15.2	-2.8	95.0	-4.9	3.1	0.3
CCS(=O)(=O)N1CCC(NC(=O)C2CCCCC2)CC1	2.3	-1.8	-0.7	-1.1	-1.6	2.2	105.0	-1.6	-5.4	1.4
CO/N=C/c1ccc(N2CCCC2)c([N+](=O)[O-])c1	0.0	1.2	-2.1	-1.7	-3.5	-0.8	98.0	-7.0	-9.4	-4.4

Shown with two lines to a compound: part of the list above
Values run as follows: aDG glyco act, PDI turbidity, MC4R ag barr, m5-HT2A agonist, MC4R antag cAMP, N-glyco inh, ABCB6 inh 2, Vif inh, CaV13 FRET inh, Cardio protect
O=C(N/N=C/C=C\c1ccccc1[N+](=O)[O-])c1cc(-c2ccc3ccccc3c2)n[nH]1
→ 0.5, -14.6, 8.0, -2.1, 0.1, 3.7, 95.0, 7.0, -2.3, 0.3
CC(C)C(=O)NCc1cc(-c2ccc(Cl)cc2)no1
→ -0.1, 4.1, -4.5, 0.0, 7.5, 1.2, 93.0, -6.2, 0.7, -4.6

(more compounds)
structure	aDG glyco act	PDI turbidity	MC4R ag barr	m5-HT2A agonist	MC4R antag cAMP	N-glyco inh	ABCB6 inh 2	Vif inh	CaV13 FRET inh	Cardio protect
COc1ccc(C(=O)Nc2nc3ccc(OC)cc3s2)cc1	0.3	0.3	1.7	-2.7	-4.3	-6.8	102.0	0.7	-3.3	-7.7
Cn1c(N2CCCCC2)cc(=O)n(C)c1=O	-0.2	-1.2	-0.5	6.5	-2.5	-1.9	100.0	25.7	-2.7	-4.8
COC(=O)c1sc2nc(CSc3ccc(Br)cc3)[nH]c(=O)c2c1C	-0.1	-2.8	8.2	-0.6	10.7	0.4	101.0	-4.4	-9.8	-10.5
CC1=NN(c2ccccc2)C(=O)C1C(=S)SC1CC(=O)NC1=O (stereo not drawn)	-0.2	2.6	-0.3	-1.8	6.3	1.0	105.0	.	-6.2	-12.1
CCN1CCc2c(OCC(=O)Nc3cccc(C)c3)cccc2C1=O	0.4	0.2	0.2	-1.4	14.0	-0.8	99.0	-0.6	4.5	-2.4
C=CCN(c1ccccc1)S(=O)(=O)c1cccc(C(=O)NCC(c2cccs2)N2CCOCC2)c1 (stereo not drawn)	0.6	-2.8	-0.7	3.3	10.4	-2.4	97.0	-9.9	-7.8	-0.9
